A350 fluor = compounds fluorescent in Alexa 350 spectral region | max dye-equivalent concentration, M | 59,000 compounds, 11% hits | Compound autofluorescence, 340/450 nm, Alexa 350 dye-equivalents; hits give high values; in the data active = max dye-equivalent concentration above about 10 nM; inconclusive = mostly about 1.1 nM to 9.6 nM
CRE-bla Fsk = CRE-bla signaling modulation under forskolin stimulation. CHO CRE-bla reporter (cAMP response element driving beta-lactamase), forskolin EC10, beta-lactamase ratio. Potency, µM (doses to about 38.2 µM), for the others: at the highest dose activity change, negative = inhibition, actives largely listed as activators. 71,000 compounds, 2.5% hits; active = well fitted activation curve with a large enough effect in the signal ratio, with a control signal flat, not every such curve was filed as active; inconclusive = small, poorly fitted or top-dose-only effect, or effect the other way, or a change in a side signal; the % refers to the signal ratio; note: potency is the fitted concentration of half-maximal effect; % of control where 0% means no effect
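Reporter-gene assay: CHO cells with beta-lactamase behind cAMP responsive elements, co-treated with compound and EC10 NKH 477 for 3 hours at 37 degrees Celsius. Activity came from the 460/530 nm CCF4 emission ratio.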
Luciferase inh = firefly luciferase inhibition; purified firefly luciferase, luminescence, 8 min; Potency, µM (highest dose often 57.1 µM), without a hit: at the highest dose activity change, negative = inhibition, most hits filed as inhibitors; 72,000 compounds, 2.2% hits; AID 411; note: potency is the fitted concentration of half-maximal effect; % is set by controls: 0 for no effect and ±100 for the full control effect; nearly all actives have a fitted effect of over 40% in size
Target sequence (P08659 whole entry, looked up): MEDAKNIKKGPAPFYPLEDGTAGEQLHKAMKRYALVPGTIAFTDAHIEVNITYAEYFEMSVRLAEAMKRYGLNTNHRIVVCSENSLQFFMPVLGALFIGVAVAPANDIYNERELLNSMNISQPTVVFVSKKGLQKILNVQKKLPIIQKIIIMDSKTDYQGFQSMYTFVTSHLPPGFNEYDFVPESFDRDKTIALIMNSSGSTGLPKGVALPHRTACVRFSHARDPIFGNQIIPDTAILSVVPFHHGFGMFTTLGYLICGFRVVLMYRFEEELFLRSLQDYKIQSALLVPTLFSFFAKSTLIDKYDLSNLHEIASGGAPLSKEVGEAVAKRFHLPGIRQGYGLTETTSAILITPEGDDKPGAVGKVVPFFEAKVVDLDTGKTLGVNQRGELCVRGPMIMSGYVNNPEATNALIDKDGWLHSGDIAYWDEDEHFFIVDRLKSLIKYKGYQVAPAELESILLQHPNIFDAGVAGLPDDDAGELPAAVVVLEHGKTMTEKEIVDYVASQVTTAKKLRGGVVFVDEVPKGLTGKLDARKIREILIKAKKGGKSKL
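Substrate buffer containing 10 uM ATP (pH 7.2 imidazole, Mg2+, KCl, detergent, BSA) is dispensed, compound pinned in, then luciferase/luciferin detector mix added. After 8 min at ambient temperature, light output is measured.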
Hsp90 Hop PPI = changes Hsp90-Hop TPR2A binding signal, up or down | 71,000 compounds, 0.44% hits | AlphaScreen TPR2A-His6 binding biotin-Hsp90 C-terminal peptide | AID 595 | Potency, µM (doses to about 57 µM), without a hit: top-dose activity change, negative = inhibition; active = well fitted curve in either direction with a large enough effect; inconclusive = small, poorly fitted or top-dose-only effect, or another doubt; note: potency is the fitted concentration of half-maximal effect; % is set by controls: 0 for no effect and ±100 for the full control effect; many of its hits are not listed in these tables
4MU fluor = compounds fluorescent in 4-MU spectral region | 59,000 compounds, 11% hits | compound autofluorescence, 340/450 nm, 4-MU equivalents; hits give high values | max dye-equivalent concentration, M; in the data active = max dye-equivalent concentration above about 10 nM; inconclusive = mostly about 1.1 nM to 9.6 nM
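Compounds in 100 mM Tris, pH 8.0, sat 15 min at room temperature before fluorescence was read at 340 nm excitation/450 nm emission; a per-plate six-point 4-MU standard curve converted signals to dye-equivalent concentration at each compound concentration.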
GFP derepression = derepresses silenced GFP locus in mouse C127i cells; mouse C127i GFP locus derepression, cytometry, 30 h; Potency, µM (series often up to 46.1 µM), without a hit: top-dose GFP derepression (activation); 68,000 compounds, 0.09% hits; AID 597; note: % of control where 0% means no effect
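Derepression screen: silenced CMV-GFP reporter in murine C127i cells, 30 h compound incubation at 37 C, washed cells imaged by laser-scanning cytometer to enumerate GFP-expressing objects of 20 to 120 um.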
HBB splicing = hemoglobin beta splicing modulation; HBB splicing reporter cell assay, activation; EGFP reporter with mutant IVS2-654 intron; response scale: normalised to 500 nM splice-correcting PNA; 65,000 compounds, 0.06% hits; Potency, µM (highest dose often 46.1 µM), for inactives: at the highest dose activation, most hits filed as activators; note: potency is the fitted concentration of half-maximal effect; 0% is about no effect
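Compounds were applied for 2 days to HeLa EGFP-654 cells, 500/well in Optimem with 2% FCS. The reporter's EGFP is disrupted by mis-splicing of beta-globin intron IVS2-654. Readout: summed well GFP fluorescence from 488 nm laser scanning; reference was 500 nM antisense […] 654 PNA.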
ERK AVP inh = vasopressin-driven ERK pathway inhibition; 72,000 compounds, 0.99% hits; Potency, µM (highest dose often 57.5 µM), for the others: at the top dose activity, negative = inhibition, most hits filed as inhibitors; HEK293-V1b, vasopressin-stimulated pERK AlphaScreen; note: potency is the fitted concentration of half-maximal effect; % is set by controls: 0 for no effect and ±100 for the full control effect; nearly all actives have a fitted effect of over 55% in size
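qHTS, compounds titrated on V1b-expressing HEK293 cells. Preincubation 30 min at 37C, vasopressin 25 nM for 5 min, lysis 10 min, bead incubation 5 hr at room temperature.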
Texas Red fluor = Texas Red region autofluorescence | Compound fluorescence, Texas Red channel, 547/618 nm; hits give high values | AID 587 | 59,000 compounds, 0.06% hits | max dye-equivalent concentration, M; in the data active = max dye-equivalent concentration above about 10 nM; inconclusive = between about 1.1 nM and that limit
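Compound titrations in 100 mM Tris pH 8.0 were incubated 15 min at room temperature and read at 547 nm excitation / 618 nm emission. Texas Red six-point standard curve on each plate converted fluorescence to dye-equivalent concentration.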
UbGFP stabilizer = inhibits proteasome, raising ubiquitin-GFP reporter fluorescence. AID 526. Potency, µM (titrated, usually from 45.9 µM), for the others: at the top dose activation (GFP accumulation), usual class: activators. 67,000 tested, under 10 active. Ubiquitin-GFP reporter cells, proteasome inhibition, GFP fluorescence; response scale: untreated = 0%, 10 µM MG-132 = 100%; active = well fitted activation curve with a large enough effect, not every such curve was filed as active; inconclusive = small, poorly fitted or top-dose-only effect, or another doubt; inactive = no such curve, though single readings can be large or run the other way; note: potency is the fitted concentration of half-maximal effect
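Proteasome blockade was scored as a rise in GFP-expressing U2OS cells carrying a ubiquitin(G76V)-GFP construct, imaged after 4 hr compound treatment at 37 °C across a 46 uM–2.9 nM series.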
Fluorescein autfl = compound fluoresces in the fluorescein spectral region; Compound autofluorescence, 480/540 nm, fluorescein-equivalent; hits give high values; 59,000 compounds, 0.91% hits; max fluorescein-equivalent concentration, M; AID 593; in the data active = max fluorescein-equivalent concentration above about 10 nM; inconclusive = between about 1.1 nM and that limit
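Compounds (23 nL) in 100 mM Tris pH 8.0, 15 min at room temperature, then fluorescence read at 480 nm excitation/540 nm emission. Signal converted to fluorescein-equivalent concentration from an on-plate fluorescein standard curve.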
The depositor's hits bear a star; i = inactive; ? = inconclusive; nt = not tested or not shown; [ ] = remark or other dose. Unless noted, calls come from the whole dose curve; as a rule, active = well fitted curve in the direction sought with a large enough effect; inconclusive = small, poorly fitted or top-dose-only effect, or another doubt; inactive = no such curve, though single readings can be large; an effect the other way counts as inactive or inconclusive. Only part of the results is shown, so the mix of outcomes need not match the whole.

SMILES	A350 fluor	CRE-bla Fsk	Luciferase inh	Hsp90 Hop PPI	4MU fluor	GFP derepression	HBB splicing	ERK AVP inh	Texas Red fluor	UbGFP stabilizer	Fluorescein autfl
CCCC(=O)c1c(C)c2ccccc2n1C	nt	-1%	0%	9%	nt	2%	-7.6%	26%	nt	-9%	nt
CN1CCN(C(=O)c2cc(-c3ccccc3)on2)CC1	i	?	-12%	-2%	i	-3%	-0.7%	1%	i	26%	?
COc1ccc(S(=O)(=O)Nc2nc(C(F)(F)F)cs2)cc1	i	-4%	-32%	-4%	i	-1%	-2.1%	6%	i	1%	?
Cc1ccc(Nc2c3c(nc4ncnn24)CCC3)cc1	i	17%	3%	-4%	i	1%	nt	-29%	i	3%	i
COc1n[nH]c2nncnc12	i	0%	1%	-3%	i	-2%	-3.4%	-11%	i	-3%	?
NC(=O)Nc1n[nH]c(-c2ccccc2)n1	i	-10%[7.6 µM]	2%[11.4 µM]	0%[11 µM]	i	2%[9.22 µM]	2.0%[9.22 µM]	-13%[11.5 µM]	i	0%[9.17 µM]	i
CC(C)[C@@H]1NC(=O)[C@H](CCCCN)NC(=O)[C@H](Cc2c[nH]c3ccccc23)NC(=O)[C@H](Cc2ccc(O)cc2)NC(=O)[C@H](C)N(C)C(=O)[C@H](Cc2ccccc2)NC1=O	i	-8%	0%	-10%	i	-2%	2.0%	-22%	i	2%	i
Oc1ccc(-c2n[nH]c(=S)n2Cc2ccccc2)cc1	nt	-5%	0%	-3%	nt	2%	0.2%[9.22 µM]	-29%	nt	8%	nt
Clc1ccc(SCCCCn2ccnc2)cc1	nt	11%	2%	-5%	nt	2%	-2.1%	-20%	nt	25%	nt
COc1cccc(C(=O)NCCn2ccc3ccccc32)c1	nt	?	0%	-1%	nt	nt	1.3%	nt	nt	7%	nt
COC(=O)c1[nH]c2ccc(Br)cc2c1NC(=O)CN1CCN(C2CCCCC2)CC1	i	?	3%	-1%	i	-2%	0.8%[1.84 µM]	10%	i	11%	i
O/N=C1\CC2(Cc3nonc31)OCCO2	i	-6%	1%	-3%	i	-2%	1.1%[57.5 µM]	2%	?	1%	?
Cn1c(=O)c2c(nc(CN3CCc4ccccc4C3)n2Cc2ccccc2)n(C)c1=O	i	0%	0%	-11%	i	2%	-3.8%[57.5 µM]	-13%	i	0%	?
CC(=O)N1CCC2(CCCN(C(=O)Nc3cccc(F)c3)C2)CC1	i	3%	0%[11.4 µM]	-3%	i	2%[9.22 µM]	0.9%	-1%	i	-7%	i
Cc1nc(N[C@@H](Cc2c[nH]c3ccccc23)C(=O)O)c2oc3ccccc3c2n1	?	22%	1%	-4%	i	20%	-2.7%	1%	?	5%	?
CCOC(=O)N1CCN(C(=O)c2c(O)c3cccc4c3n(c2=O)CC4)CC1	i	4%	3%	0%	i	-2%	nt	8%	i	-1%	i
COc1ccc(-c2nnc(SCC(=O)Nc3ccccc3)n2C)cc1	i	-2%	-2%	-3%	i	2%	nt	-7%	i	2%	i
Cc1ccc(CNC(=O)C2CCC(=O)N2C2CCCCC2)cc1 (stereo unspecified)	i	20%	1%	0%	i	1%	-0.9%	9%	?	13%	i
Cn1c(C(=O)N2CCN(Cc3ccc4c(c3)OCO4)CC2)cc2sccc21	i	-12%	1%	-12%	i	1%	-7.3%	21%	i	-2%	?
COc1ccc2nc(NS(=O)(=O)c3ccc(NC(C)=O)cc3)sc2c1	i	-2%	0%	?	i	1%	nt	?	i	-1%	i
CN(C)c1ccc(C(=O)OCC(=O)NC2CCCCC2)cc1	i	?	2%	1%	i	0%	-2.6%	7%	?	-2%	i
O=S(=O)(c1ccc(-n2cnnn2)cc1)N(C1CCCCC1)C1CCCCC1	i	-1%	-1%	-4%	i	-1%	nt	8%	i	1%	i
COc1cc(CNc2ccc(N3CCOCC3)c(C(=O)O)c2)ccc1OCC(N)=O	2.3e-08M*	4%	2%	-13%	1.9e-08M*	0%	-1.2%[57.5 µM]	-9%	?	1%	?
N#Cc1ccccc1-c1ccc2ncnc(NCc3cccs3)c2c1	i	?	0%[2.29 µM]	-4%	i	0%[9.22 µM]	-4.0%	-26%	i	-3%	?
CCOC(=O)C1CCN(C(=O)CSc2n[nH]c(=O)[nH]c2=O)CC1	i	?	1%	-5%	i	-1%	-2.4%	-7%	?	1%	?
COc1ccccc1CNC(=O)c1nnc(Cc2ccc(Cl)cc2)o1	nt	0%	-2%	3%	nt	-2%	-0.4%	11%	nt	14%	nt
On1onc2c3cc(-c4ccccc4)nc3ccc21	i	?	-6%	-28%	i	9%	3.6%	25µM*	i	19%	i
COc1ccc(C(=O)N2CCC[C@@]3(CCN(CC(C)C)C3)C2)cc1	i	-11%	0%[11.4 µM]	-2%	i	5%[9.22 µM]	0.7%	10%	i	-4%	i
CC(C)c1ccc(NC(=O)C2CC(=O)N(C(C)C)C2)cc1 (stereo unspecified)	i	0%	-3%	-2%	i	-2%	-1.5%	-14%	i	4%	i
O=C(Cn1cc2c(n1)CCCC2)NCc1cccs1	nt	4%	1%	-2%	nt	2%	-0.1%	-5%	nt	3%	nt

Compounds above that have an aryl thioether with sulfur outside any ring, in the order listed:
SMILES	A350 fluor	CRE-bla Fsk	Luciferase inh	Hsp90 Hop PPI	4MU fluor	GFP derepression	HBB splicing	ERK AVP inh	Texas Red fluor	UbGFP stabilizer	Fluorescein autfl
Clc1ccc(SCCCCn2ccnc2)cc1	nt	11%	2%	-5%	nt	2%	-2.1%	-20%	nt	25%	nt
COc1ccc(-c2nnc(SCC(=O)Nc3ccccc3)n2C)cc1	i	-2%	-2%	-3%	i	2%	nt	-7%	i	2%	i
CCOC(=O)C1CCN(C(=O)CSc2n[nH]c(=O)[nH]c2=O)CC1	i	?	1%	-5%	i	-1%	-2.4%	-7%	?	1%	?

Other entries
SMILES	A350 fluor	CRE-bla Fsk	Luciferase inh	Hsp90 Hop PPI	4MU fluor	GFP derepression	HBB splicing	ERK AVP inh	Texas Red fluor	UbGFP stabilizer	Fluorescein autfl
O=C(NC1CCc2ccccc21)C1CCN(S(=O)(=O)c2ccc(-n3cnnn3)cc2)CC1 (stereo unspecified)	i	-4%	1%	0%	i	-2%	nt	0%	i	0%	i
O=C(Cc1ccccc1)NC(NCCCN1CCOCC1)(C(F)(F)F)C(F)(F)F	i	-7%	0%	-6%	i	-1%	-0.5%[57.5 µM]	9%	i	-4%	?
CCCC(=O)Nc1ccc(OCC(=O)OC)cc1	i	-6%	1%	-2%	i	0%	-0.5%	-14%	i	-4%	i
O=c1c2cnn(-c3ccc(F)cc3)c2ncn1Cc1cccnc1	i	?	2%	1%	i	0%	-2.8%	-18%	?	-3%	i
COc1ccc(S(=O)(=O)NCCC(=O)NC(C)c2ccccc2)cc1 (stereo unspecified)	?	-10%	3%	-2%	i	0%	1.1%[57.5 µM]	-9%	i	2%	i
CC(C)NC(=O)c1ccc(CS(=O)(=O)c2ccc(Br)cc2)o1	nt	0%	1%	0%	nt	14%	-0.8%	-15%	nt	-6%	nt
CCN1CCN(c2ncnc3c2sc2nc(N4CCOCC4)c4c(c23)CCC4)CC1	i	6%	1%	-1%	i	6%	-0.9%	-12%	i	1%	i
O=C(NCCC1=CCCCC1)C1CCCN(S(=O)(=O)c2ccc(F)cc2)C1 (stereo unspecified)	i	-13%	2%	-1%	i	0%	?	-4%	i	-4%	?
COc1cccc(C2C(C(=O)c3ccco3)=C(O)C(=O)N2CCCN2CCOCC2)c1OC (stereo unspecified)	nt	?	0%	-6%[11 µM]	nt	0%	1.1%[0.0738 µM]	-6%	nt	3%[9.17 µM]	nt
COc1ccccc1OCC(=O)NCc1cccs1	i	-5%	-1%	-6%	i	0%	-0.3%	-9%	i	-3%	?
CC(=O)n1nc2nc(C)cc(C)c2c1N	1.1e-08M*	13%	-1%	-3%	1.1e-08M*	-3%	6.0%	4%	i	7%	?
COCCN(C(=O)C1CC1)c1nnc(-c2cccc(C)c2)s1	i	14%	-5%	-1%	i	3%	-0.2%[57.5 µM]	-9%	i	-4%	i
CCOc1ccc(NC(=O)c2cccnc2C(=O)O)cc1	?	-18%	-9%	-27%	?	0%	3.0%	11%	i	0%	i

Among those listed so far, two have a CF3 group.
SMILES	A350 fluor	CRE-bla Fsk	Luciferase inh	Hsp90 Hop PPI	4MU fluor	GFP derepression	HBB splicing	ERK AVP inh	Texas Red fluor	UbGFP stabilizer	Fluorescein autfl
COc1ccc(S(=O)(=O)Nc2nc(C(F)(F)F)cs2)cc1	i	-4%	-32%	-4%	i	-1%	-2.1%	6%	i	1%	?
O=C(Cc1ccccc1)NC(NCCCN1CCOCC1)(C(F)(F)F)C(F)(F)F	i	-7%	0%	-6%	i	-1%	-0.5%[57.5 µM]	9%	i	-4%	?
